# Screening data: PubChem, National Center for Advancing Translational Sciences (NCATS)
# B2AR arrestin: qHTS assay of beta-arrestin-biased ligands of beta2-adrenergic receptor; beta-arrestin recruitment to beta2AR, cell-based reporter; 0.02% of 330,000 active; Potency, µM (series often up to 46.1 µM), inactives show top-dose activation, usual class: activators;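 further: potency means the concentration at half of the fitted maximal effect; 0% = DMSO controls and full agonism = EC100 isoproterenol or metaproterenol; nearly all actives have a fitted effect of over 65% in size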
# Target sequence (P07550 whole entry, looked up): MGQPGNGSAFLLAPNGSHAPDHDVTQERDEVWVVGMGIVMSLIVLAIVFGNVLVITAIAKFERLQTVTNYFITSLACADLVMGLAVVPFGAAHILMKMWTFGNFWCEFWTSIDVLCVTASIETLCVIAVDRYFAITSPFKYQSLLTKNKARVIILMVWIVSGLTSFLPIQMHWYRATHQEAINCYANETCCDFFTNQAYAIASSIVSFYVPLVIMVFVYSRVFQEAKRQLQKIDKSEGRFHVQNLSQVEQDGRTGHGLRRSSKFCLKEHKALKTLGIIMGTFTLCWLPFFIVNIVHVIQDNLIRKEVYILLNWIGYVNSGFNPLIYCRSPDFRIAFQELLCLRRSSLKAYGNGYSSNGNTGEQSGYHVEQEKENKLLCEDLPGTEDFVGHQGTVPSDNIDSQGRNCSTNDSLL
# BRCA1 expr act: qHTS Assay to Identify Small Molecule Activators of BRCA1 Expression; MCF7-BRCA1-FFLuc reporter, luminescence, 48 h; response scale: scaled: vehicle 0%, 10 µM genistein 100%; 1.1% of 380,000 active; Potency, µM (doses to about 46.1 µM), inactives show at the highest dose activation, usual class: activators; further: potency means the concentration at half of the fitted maximal effect; nearly all actives have a fitted effect of over 80% in size; some results filed as inactive show a strong effect at the top dose
#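 MCF7 cells carrying a BRCA1-firefly luciferase reporter (2000 cells/well, phenol-red free MEM) were attached for 2 h at 37 °C, then given compounds for 48 h. Luminescence was read 15 min after luciferase reagent; activity normalized to genistein (10 microM) and DMSO.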
# a7 integrin act: qHTS for Activators of Integrin-Mediated Alleviation for Muscular Dystrophy; 0.064% of 350,000 active; alpha7betagal myoblasts, beta-gal FDG fluorescence, 48 h; Potency, µM (top dose mostly 38.3 µM), inactives show at the highest dose activation, actives largely listed as activators;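 further: potency means the concentration at half of the fitted maximal effect; 100% = response of the positive control SU9516; nearly all actives have a fitted effect of over 60% in size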
#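 Alpha7betagal+/- myoblasts (passage 13) were plated 16-24 hr, then exposed to compounds (1:260 dilution of DMSO stock) for 48 hours at 37C. After MPER lysis, β-galactosidase reporter activity was read as FDG fluorescence (ex 480/em 540) after 30 minutes.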
# AT treatment: qHTS Assay for Identifying a Potential Treatment of Ataxia-Telangiectasia; Potency, µM (titrated, usually from 57.5 µM), for the others: at the highest dose activation, usual class: activators; AID 485349, 2010; […] A-T fibroblasts, KAP-1 phosphorylation AlphaLISA; neocarzinostatin DNA damage 30 min before lysis; 0.19% of 320,000 active; further: potency means the concentration at half of the fitted maximal effect; % of control where 0% means no effect; nearly all actives have a fitted effect of over 45% in size
#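 ATM-like activity read as KAP-1 phosphorylation via AlphaLISA donor/acceptor antibody pairs after lysis and 6 hr at 25C. Cells were ATM-null patient fibroblasts ([…], hTERT), dosed 60 min, then exposed to the DSB inducer NCS for 30 min.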
# ELG1 repair inh: qHTS screen for small molecules that inhibit ELG1-dependent DNA repair in human embryonic kidney (HEK293T) cells expressing luciferase-tagged ELG1 | HEK293T ELG1-luciferase reporter, luminescence, 16 h; DNA damage induced by 5-fluorouridine | Potency, µM (doses to about 46.1 µM), for inactives: at the top dose activity change, negative = inhibition, hits mostly inhibitors | 2.3% of 330,000 active; further: potency means the concentration at half of the fitted maximal effect; on the % scale 0 is the no-effect control and ±100 the full control effect; nearly all actives have a fitted effect of over 55% in size
#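 HEK293T cells expressing luciferase-tagged ELG1 (2,000/well) received 5-Fluorouridine plus compound or DMSO for 16 hr at 37 °C. Luciferase was read by ONE-Glo luminescence after 30 min at room temperature.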
# MLL CXXC-DNA inh: qHTS Fluorescence Polarization Assay for Inhibitors of MLL CXXC domain - DNA interaction; MLL-CXXC / FITC-HOXA9 DNA fluorescence polarization; Potency, µM (titrated, usually from 115 µM), for inactives: top-dose activity change, negative = inhibition, usual class: inhibitors; 0.037% of 290,000 active; AID 2662, 2010; active means well fitted inhibition curve with a large enough effect in the polarisation, with a control signal flat, not every such curve was filed as active; inconclusive means small, poorly fitted or top-dose-only effect, or effect the other way, or a change in a side signal; inactive means no such curve, though single readings can be large or run the other way; the % refers to the polarisation; further: potency means the concentration at half of the fitted maximal effect
#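 Steps: dispense CXXC domain solution (7 uM) → pin compounds or unlabeled HOX-A9 DNA control → 5 min ambient → add FLSN-HOX-A9 solution (50 nM) → spin → 30 min ambient → fluorescence polarization. Tris pH 7.5/NaCl/DTT/BSA buffer.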
# TRPV1 agonist: HTS Assay for Compounds that Act as Agonists of the Vanilloid Receptor 1. Transient receptor potential cation channel subfamily V member 1 (Homo sapiens), Q8NER1. TRPV1-expressing cells, Fluo-8 calcium influx, agonist mode. activation, % at 8.33 µM. 0.19% of 320,000 active; in the data active means activation above about 80%; inconclusive means between about 30% and that limit; further: 0% is about no effect
#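 TRPV1-expressing cells were cultured overnight at 35.5C and loaded with Fluo-8 calcium dye for 40 to 90 min at room temperature. After a 10 s baseline, compound was added and calcium influx was read kinetically for 3 min (ex 480/em 520 nm).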
# p53 reactivation: qHTS assay for re-activators of p53 using a Luc reporter | H1299 p53-A138V BP100-luciferase reporter, luminescence, 24 h | Potency, µM (top dose mostly 92.2 µM), without a hit: at the top dose activity change, positive = activation, usual class: activators | 0.063% of 320,000 active; further: potency means the concentration at half of the fitted maximal effect; % of control where 0% means no effect; nearly all actives have a fitted effect of over 45% in size
#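 H1299 (p53-null), stable ts p53-A138V + BP100-Luc; 1000 cells/well, Opti-MEM/10% FBS; cpd 4 pt, 1:5; 24 h, 37 deg C, 5% CO2; detection reagent 10 min RT; luminescence.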
# TSG101-PTAP inh: qHTS Assay for Iinhibitors of HIV-1 Budding by Blocking the Interaction of PTAP/TSG101; Tumor susceptibility gene 101 protein (Homo sapiens), Q99816; Fluorescence polarization, FITC-PTAP peptide / Tsg101 binding; Potency, µM (top dose mostly 115 µM), for inactives: at the top dose activity change, negative = inhibition, most hits filed as inhibitors; 340,000 tested, under 10 active; AID 493005, 2010; active means well fitted inhibition curve with a large enough effect in the main read-out, with a control signal flat, not every such curve was filed as active; inconclusive means small, poorly fitted or top-dose-only effect, or effect the other way, or a change in a side signal; inactive means no such curve, though single readings can be large or run the other way; further: potency means the concentration at half of the fitted maximal effect; % of control where 0% means no effect
# Target sequence (Q99816 whole entry, looked up): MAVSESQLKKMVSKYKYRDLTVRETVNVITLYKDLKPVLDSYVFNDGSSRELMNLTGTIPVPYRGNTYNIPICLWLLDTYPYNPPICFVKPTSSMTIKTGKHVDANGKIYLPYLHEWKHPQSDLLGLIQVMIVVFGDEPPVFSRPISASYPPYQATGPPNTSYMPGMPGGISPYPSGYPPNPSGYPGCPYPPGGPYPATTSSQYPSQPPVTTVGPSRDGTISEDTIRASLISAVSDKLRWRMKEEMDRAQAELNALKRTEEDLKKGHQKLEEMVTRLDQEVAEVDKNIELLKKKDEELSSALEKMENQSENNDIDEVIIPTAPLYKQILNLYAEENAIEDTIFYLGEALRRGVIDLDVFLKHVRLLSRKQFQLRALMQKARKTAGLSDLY
#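 Fluorescence polarization binding of Tsg101 binding domain (10 uM final) to FITC-labeled PTAP peptide (50 nM final) in HEPES pH 7.5 buffer with NaCl, Tween 20, EDTA, TCEP. Compounds added before peptide; binding 20 min at RT.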
# TCR act: Activators of T cell receptors: qHTS campaign; 330,000 tested, under 10 active; Potency, µM (doses to about 9.22 µM), without a hit: top-dose activation of IL-2 secretion, most hits filed as activators; primary human leukocytes, anti-CD3, IL-2 HTRF, 48 h; further: % of control where 0% means no effect
#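 Compounds are tested in HTS on primary human leukocytes co-incubated with a-CD3 beads for 48 hr. IL-2 output is measured by time-resolved FRET.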
# The depositor's hits bear a star; u = inconclusive; x = no result given; & = joins results of further samples; [ ] = remark or other dose. Unless noted, the call rests on the fitted dose curve; in most records, active means well fitted curve in the direction sought with a large enough effect; inconclusive means small, poorly fitted or top-dose-only effect, or another doubt; inactive means no such curve, though single readings can be large; an effect the other way counts as inactive or inconclusive.
SMILES,B2AR arrestin,BRCA1 expr act,a7 integrin act,AT treatment,ELG1 repair inh,MLL CXXC-DNA inh,TRPV1 agonist,p53 reactivation,TSG101-PTAP inh,TCR act
COC(=O)C(C(=O)OC)C(CC(=O)c1ccc(Br)cc1)c1ccccc1 (stereo not given),x,5%,16%,x,x,x,x,x,1%,-5%
O=C(COC(=O)C1CCCCC1)Nc1ccc(N2CCCCC2)cc1,-0.1%,29%,3%,-3%,u,-1%,-5,u,0%,1%
COc1cc(NC(=S)Nc2ncccc2C)cc(OC)c1OC,0.1%,1%,u,-2%,-2%,1%,3,-5%,-1%,-9%
Cc1ccccc1C(=O)NC(=S)Nc1ccccc1[N+](=O)[O-],0.1%,-15%,7%,-3%,u,-22%,1,27%,-1%,-1%
Cc1ccc(C(=O)NC2CCCC2)cc1S(=O)(=O)N1CCCCC1,-0.1%,-1%,11%,10%,-19%,-1%,4,-7%,-3%,-4%
CN(C)/C=N/c1ncc(C(=O)c2ccccc2)s1,0.0%,5.6µM*,13%,1%,u,7%,7,17%,1%,-2%
CC(C)N(Cc1ccccc1)C(=O)COC(=O)CCC(=O)c1ccc(F)cc1,0.3%,-1%,14%,10%,13%,x,20,3%,2%,-1%
O=C(COc1ccc2c(C(F)(F)F)cc(=O)oc2c1)Nc1ccc2c(c1)OCCO2,-0.2%,8%,-1%,-1%,9%,38%[activator],1,-1%,-2%,-4%
FC(F)(F)c1ccccc1/C=N/n1c(C2CCCCC2)n[nH]c1=S,3.4%,5%,-17%,-5%,-1%,-10%,4,8%,-1%,5%
Cc1cccc(C)c1NC(=O)COC(=O)c1cc(-c2cccnc2)nc2ccccc12,-0.2%,-9%,-7%,-1%,-19%,-4%,-3,-8%,-2%,-2%[46.1 µM]
Cc1cc(C)c(C(=O)/C=C/c2cccc3ccccc23)c(=O)[nH]1,-0.4%,-107%,-55%[inhibitor],12%,15µM*,14%,0,-16%,0%,6%[46.1 µM]
CC(=O)Nc1cccc(NC(=O)C2CC(=O)N(C3CCCCC3)C2)c1 (stereo not given),-0.6%,1%,13%,7%,u,6%,-3,17%,-3%,-3%
COc1cc2[nH]c3c(OC)ncnc3c2cc1OC,-0.8%,1%,u,3%,u,16%,1,1%,1%,-1%
CN(C)c1ccc(S(=O)(=O)N2CCC(Cc3ccccc3)CC2)cn1,-0.2%,-35%,-15%,10%,-17%,x,x,-3%,-2%,-1%
CC(C)NC(=O)CSc1nc(N)c(NC(=O)c2ccccc2F)c(=O)[nH]1,-0.2%,-13%,7%,12%,0%,11%,-2,-3%,-1%,4%[46.1 µM]
COCCNC(=O)COC(=O)/C=C/c1c(C)nn(Cc2ccc(Cl)cc2Cl)c1Cl,-0.2%,-22%,0%,6%,-21%,-22%,8,1%,-2%,2%
CCOC(=O)Cc1csc(NC(=O)c2ccc(Br)cc2)n1,-0.2%,-13%,-1%,1%,-19%,3%,u,5%,0%,-2%
O=C(C[n+]1cccc(Br)c1)c1ccccc1,0.2%,-3%&20%,-42%,-5%,2%,0%,1,2%,-1%,-14%
CC(=O)N=C(N)Sc1nc2ccccc2[nH]1,0.4%,u,-5%,12%,u,0%,18,u,-7%,7%[46.1 µM]
COc1cccc(C(=O)CN2CCN(S(=O)(=O)c3cccc([N+](=O)[O-])c3)CC2)c1,0.2%,25%,19%,-2%,21%,4%,-5,-15%,-2%,0%[46.1 µM]
O=C(/C=C/c1ccccc1)NC(=S)Nc1cccnc1,-0.6%,-1%,-23%,13%,-2%,-8%,-3,3%,-1%,x
O=C(/C=C/c1ccc(Cl)cc1Cl)NCc1ccncc1,-1.9%,-4%,10%,8%,u,-2%,-1,12%,-4%,x
N#CCC(=O)NNC(=S)NC(=O)C(c1ccccc1)c1ccccc1,0.0%,0%,4%,4%,u,13%,-2,-2%,0%,2%
CCC1CCc2c(c3ccccc3[nH]c2=O)O1 (stereo not given),-0.7%,-28%,1%,1%,3%,-13%,0,1%,-6%,3%
Cc1cc(C)n(CCC(=O)Nc2ccc3c(c2)OCCO3)n1,-0.5%,28%,9%,3%,u,4%,-1,29%,-2%,9%
CC(=O)NC(CC(=O)OCC(=O)N1CCN(S(=O)(=O)c2ccc(Cl)cc2)CC1)c1ccccc1 (stereo not given),0.1%,-33%,-7%,12%,-16%,x,-1,5%,2%,1%
CC(C)(Oc1ccc(Cl)cc1)C(=O)NCC(c1cccs1)N1CCOCC1 (stereo not given),-0.2%,-19%,-10%,1%,u,x,u,5%,1%,-3%
c1ccc(C(CN2CCOCC2)c2ccccc2)cc1,0.2%,9%,-40%[7.66 µM],8%,0%,2%,0,-4%,-4%,1%
O=C(O)CNC(=O)c1ccc(OC(F)F)cc1,0.4%,-49%,-9%,u,3%,-8%,-1,11%,-2%,3%
Cc1ccc(-c2nc3c(c(=O)[nH]c(=O)n3Cc3ccccc3)n2C)s1,0.1%,x,x,2%,13%,-2%,3,-1%,x,x

# Arranged by the number under TRPV1 agonist (rising): some entries from above.
SMILES | B2AR arrestin | a7 integrin act | MLL CXXC-DNA inh | TRPV1 agonist | p53 reactivation | TSG101-PTAP inh | TCR act
c1ccc(C(CN2CCOCC2)c2ccccc2)cc1 | 0.2% | -40%[7.66 µM] | 2% | 0 | -4% | -4% | 1%
COc1cc2[nH]c3c(OC)ncnc3c2cc1OC | -0.8% | u | 16% | 1 | 1% | 1% | -1%
COCCNC(=O)COC(=O)/C=C/c1c(C)nn(Cc2ccc(Cl)cc2Cl)c1Cl | -0.2% | 0% | -22% | 8 | 1% | -2% | 2%

# Continued.
SMILES,B2AR arrestin,BRCA1 expr act,a7 integrin act,AT treatment,ELG1 repair inh,MLL CXXC-DNA inh,TRPV1 agonist,p53 reactivation,TSG101-PTAP inh,TCR act
CC(C)(C)c1ccc(CNc2cc(N3CCOCC3)ccc2[N+](=O)[O-])cc1,-0.1%,-44%,-50%[inhibitor],1%,1%,-9%,u,-3%,-6%,5%
CCCCn1c(N)c(N(CC(C)C)C(=O)COC(=O)Cc2cccc(OC)c2)c(=O)[nH]c1=O,-0.2%,-2%,10%,0%,2%,x,-3,8%,-1%,1%
CN(C)c1ccc(CC2C(=O)Nc3ccccc32)cc1 (stereo not given),0.5%,-4%,-39%[inhibitor],-7%,u,-5%,4,13%,-14%,6%
CCOc1ccc(NC(=NCc2ccc3c(c2)OCO3)SC2CC(=O)N(c3ccc(C(=O)O)cc3)C2=O)cc1 (stereo not given),-2.7%,-15%,17%,-14%,-2%,-6%,1,-14%,-6%,-1%[46.1 µM]
Nc1ccc(O)c2c(=O)cc(-c3ccccc3Cl)oc12,-1.1%,2.8µM*,-23%,0%,u,2%,6,28%,x,0%
Cc1ccc2nc(NCCCN3CCOCC3)c(C=NCCCN3CCOCC3)c(=O)n2c1,-0.1%,32%,-4%,3%,9%,-7%,-1,-7%,-4%,-28%
COc1cccc(NC(=O)CCC2CCN(C(=O)c3scnc3C)CC2)c1,0.1%,-17%,0%,-7%,-3%,-2%,-2,3%,-5%,4%
O=C(Cn1c(=O)oc2ccccc21)Nc1ccc(S(=O)(=O)N2CCCCC2)cc1,-0.4%,-30%,30%,5%,13%,25%,20,15%,-2%,4%
O=c1ccc2cc3c([nH]c4ccc(Br)cc43)oc-2c1O,-0.2%,x,x,-12%,u,16%,0,10%,x,x
CCc1cc2c3c([nH]c2cc1S(=O)(=O)NCCCOC)CC(C)(C)CC3=O,0.4%,-17%,-5%,0%,-27%,14%,4,0%,-5%,-4%
COc1ccc(C(c2sc3nc(C)nn3c2O)N2CC(C)OC(C)C2)cc1OC (stereo not given),-0.1%,-3%,-10%,0%,9%,-2%,0,1%,-9%,-2%[46.1 µM]
NC(=S)N1OC[C@@H]2COc3ccc4ccccc4c3[C@@H]21,-0.2%,-40%,2%,5%,12µM*,12%,2,-4%,-4%,1%
COc1ccc(C(=O)Nc2cc(OC)c(NC(=O)c3ccco3)cc2OC)cc1,-1.1%,-4%,-9%,-5%,u,-9%,0,0%,-8%,-2%
Cc1ccc(NC(=O)CCN2CCN(CCO)CC2)cc1,x,15%,1%,x,x,x,x,x,-5%,3%
Cc1ccc(S(=O)(=O)c2nc(-c3ccccc3Cl)oc2N2CCN(C)CC2)cc1,-1.0%,-30%,0%,19%,-18%,x,x,0%,-1%,2%
O=C(CCN1Cc2ccccc2C1)c1ccc2c(c1)OCCO2,0.0%,3%,-75%[inhibitor],-12%,2%,16%,1,-13%,-15%,-11%
CCc1ccccc1NC(=O)Nc1ccc(F)cc1,-0.4%,14%,18%,0%,-4%,-14%,u,4%,-7%,1%

# Not a hit list. Share with any hit: about 3.8%.
